Bioassay records from PubChem.
NOD2 RIPK2 PPI – NOD2-RIPK2 binding disruptors in cells, primary screen, fluorescence, CHO cells, BLA complementation | AID 624267, 2012 | inhibition, % at 4.98 µM | hit rate 0.38% among 360,000 | CCF4 ratio; in the data active = inhibition above about 21%;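 note: 0% = vehicle only and 100% = reference blocker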
LRH-1 inv ag – LRH-1 (NR5A2) inverse agonists, primary screen, cell-based, luminescence, HEK293T, StAR-luciferase reporter; LRH-1 transfected, 24 h; inhibition, % at 3.6 µM; Nuclear receptor subfamily 5 group A member 2 (Homo sapiens), O00482; hit rate 0.13% among 360,000;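 active = inhibition above the mean inhibition of all tested compounds plus 3 SD, cut at about 73% in these data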;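 note: 0% = DMSO wells and 100% = reporter-only cells lacking LRH-1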
NCOA2 inhibitor – inhibition of GAL4-SRC2 driven luciferase reporter, primary screen, SRC2 inhibitor project, cell-based, luminescence; HEK293 GAL4-SRC2 luciferase reporter; inhibition, % at 9 µM; hit rate 0.17% among 370,000; AID 651957, 2012;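 active = inhibition above the mean inhibition of all tested compounds plus 3 SD, set per campaign, cut at about 52% in these data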;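 note: 0% = DMSO treated cells and 100% = cells given Gossypol at 36 µM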
Target sequence (Q15596 whole entry, looked up, the tested form may be a part): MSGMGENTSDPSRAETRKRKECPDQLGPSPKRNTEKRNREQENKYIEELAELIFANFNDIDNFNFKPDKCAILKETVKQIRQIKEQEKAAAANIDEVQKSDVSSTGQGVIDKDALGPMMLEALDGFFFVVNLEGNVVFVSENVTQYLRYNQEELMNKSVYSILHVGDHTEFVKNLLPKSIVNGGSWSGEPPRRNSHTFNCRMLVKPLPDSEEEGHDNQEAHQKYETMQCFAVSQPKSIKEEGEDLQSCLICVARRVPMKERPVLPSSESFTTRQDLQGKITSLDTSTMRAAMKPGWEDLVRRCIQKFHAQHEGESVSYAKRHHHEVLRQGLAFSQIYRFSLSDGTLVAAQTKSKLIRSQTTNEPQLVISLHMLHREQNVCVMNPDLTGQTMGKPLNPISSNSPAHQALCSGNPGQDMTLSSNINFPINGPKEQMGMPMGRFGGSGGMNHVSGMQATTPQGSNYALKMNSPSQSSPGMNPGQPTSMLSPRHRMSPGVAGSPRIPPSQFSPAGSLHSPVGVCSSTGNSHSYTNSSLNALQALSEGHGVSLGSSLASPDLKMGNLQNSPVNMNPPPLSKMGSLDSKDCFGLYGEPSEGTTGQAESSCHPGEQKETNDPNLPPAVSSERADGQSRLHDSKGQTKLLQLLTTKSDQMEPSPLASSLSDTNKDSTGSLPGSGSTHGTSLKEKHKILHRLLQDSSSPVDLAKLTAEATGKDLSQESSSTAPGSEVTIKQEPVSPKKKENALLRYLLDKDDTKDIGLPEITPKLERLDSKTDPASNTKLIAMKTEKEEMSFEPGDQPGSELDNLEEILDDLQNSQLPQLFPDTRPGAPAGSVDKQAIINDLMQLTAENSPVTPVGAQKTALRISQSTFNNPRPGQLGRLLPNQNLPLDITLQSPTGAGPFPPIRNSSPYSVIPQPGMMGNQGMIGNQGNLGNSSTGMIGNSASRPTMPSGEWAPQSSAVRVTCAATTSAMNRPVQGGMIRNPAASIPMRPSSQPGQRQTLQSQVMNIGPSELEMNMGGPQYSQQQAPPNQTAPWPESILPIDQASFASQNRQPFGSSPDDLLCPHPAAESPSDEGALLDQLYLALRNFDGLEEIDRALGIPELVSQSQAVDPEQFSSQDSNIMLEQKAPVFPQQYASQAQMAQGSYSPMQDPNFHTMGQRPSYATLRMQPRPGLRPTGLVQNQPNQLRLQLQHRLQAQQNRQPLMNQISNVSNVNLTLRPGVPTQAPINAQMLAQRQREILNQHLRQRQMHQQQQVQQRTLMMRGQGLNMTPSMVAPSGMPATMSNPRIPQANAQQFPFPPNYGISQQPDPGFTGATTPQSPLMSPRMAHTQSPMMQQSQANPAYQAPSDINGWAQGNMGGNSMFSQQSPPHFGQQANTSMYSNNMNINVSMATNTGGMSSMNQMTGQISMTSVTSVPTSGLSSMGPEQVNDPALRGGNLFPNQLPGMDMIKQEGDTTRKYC
ABHD5 PLIN5 PPI – ABHD5-PLIN5 interaction inhibitors, primary screen, cell lysate, split luciferase complementation, luminescence; Perilipin-5 (Homo sapiens) + 1-acylglycerol-3-phosphate O-acyltransferase ABHD5 (Homo …; Split G. princeps luciferase complementation, 4 h; inhibition, % at 4 µM; hit rate 0.78% among 360,000; AID 602281, 2012;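 active = inhibition above the mean inhibition across every tested compound plus 3 SD, cut at about 22% in these data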;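 note: 0% = DMSO only wells and the 100% control is not disclosed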
MC4R antag cAMP – MC4R antagonists of cAMP signaling, primary screen, cell-based, TR-FRET, antagonist arm of biased-ligand search; Melanocortin receptor 4 (Homo sapiens), P32245; inhibition, % at 6.5 µM; hit rate 0.48% among 360,000; MC4R-expressing cells, MTII-stimulated cAMP, LANCE TR-FRET;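 active = inhibition above its plate's cutoff, the mean of tested wells on that plate plus 3 SD, cut at about 29% in these data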;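 note: 0% = Melanotan II alone and 100% = Melanotan II plus saturating MCL0020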
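material = U2OS cells stably expressing human melanocortin 4 receptor (MC4R) | also added = Melanotan II challenge | dosing = single nominal compound dose of 6.5 µM | detection = TR-FRET with Eu-cAMP and labeled anti-cAMP, 671 nm | replication = singlicate | timing = compound 30 min, challenge 1 h, detection 1 h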
EBV LMP1 NFkB – EBV LMP1-driven NF-kappaB luciferase reporter inhibitors, primary screen, cell-based, luminescence, single point. hit rate 0.69% among 350,000. LMP1-induced NF-kappaB luciferase reporter cells. inhibition, % at 12.5 µM; in the data active = inhibition above about 41%;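 note: 0% = neutral control wells and 100% = reference inhibitor control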
TLR9-MyD88 inh – inhibitors of TLR9-MyD88 association in cells, primary screen, cell-based, CHO, BLA complementation, fluorescence. Toll-like receptor 9 (Homo sapiens) + Myeloid differentiation primary response protein …. CCF4 FRET ratio. inhibition, % at 4.98 µM. hit rate 0.21% among 340,000. AID 504734, 2011;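 active = inhibition above the mean over all tested compounds plus 3 SD, cut at about 21% in these data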;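 note: 0% = DMSO only wells and 100% = clavulanate BLA inhibitor control wells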
MC4R barr agon – MC4R agonists recruiting beta-arrestin, primary screen, cell-based, luminescence, agonist arm of biased-ligand search; Melanocortin receptor 4 (Homo sapiens), P32245; U2OS MC4R beta-arrestin complementation; percent of melanotan II response, DMSO zero; activation, % at 8.9 µM; hit rate 0.98% among 360,000; AID 540308, 2011;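 active = activation above a per-plate cutoff, the mean activation of sample wells on that plate plus 3 SD, cut at about 8% in these data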
NCOA1 inh – SRC1 coactivator transcriptional activity inhibitors, primary screen, cell-based, luminescence; hit rate 0.12% among 360,000; HEK293 GAL4-SRC1 luciferase reporter; AID 588354, 2011; inhibition, % at 3.6 µM; Nuclear receptor coactivator 1 (Homo sapiens), Q15788;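 active = inhibition above the campaign mean plus 3 SD, with each screening campaign given its own cutoff, cut at about 60% in these data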;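 note: 0% = DMSO treated cells and 100% = gossypol at 36 µM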
SRC3 inh – SRC3 coactivator transcriptional activity inhibitors, primary screen, cell-based, luminescence; AID 588352, 2011; HEK293 GAL4-SRC3 luciferase reporter; hit rate 0.17% among 360,000; inhibition, % at 3.6 µM;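 active = inhibition above a per-campaign cutoff, the mean of all compounds plus 3 SD, cut at about 60% in these data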;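 note: 0% = DMSO-treated cells and 100% = gossypol-treated cells at 36 µM; higher means less SRC3-driven luciferase light from the GAL4 reporter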
NR2F2 inh – NR2F2 transcriptional activity inhibitors, primary screen, cell-based, luciferase reporter, HEK293T, luminescence | HEK293T NGFI-A luciferase reporter | inhibition, % at 8.6 µM | hit rate 0.7% among 370,000 | AID 686940, 2013;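 active = inhibition above a per-plate cutoff, mean inhibition of test wells between control levels plus 3 SD, cut at about 38% in these data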;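 note: cells cotransfected with COUP-TFII expression vector driving the NGFI-A reporter; 0% = median of COUP-TF2 test wells and 100% = reporter-only cells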
* hit, by the source's call; . = no result given. Some of the compounds tested, so the mix of outcomes need not match the whole.

Sequence of screens – NOD2 RIPK2 PPI	MC4R antag cAMP	NCOA2 inhibitor	ABHD5 PLIN5 PPI	NCOA1 inh	EBV LMP1 NFkB	MC4R barr agon	NR2F2 inh	LRH-1 inv ag	TLR9-MyD88 inh	SRC3 inh
CC(NC(=O)C1CCCN1C(=O)OC(C)(C)C)C(=O)OCc1ccccc1 (configuration not stated)
    -5	.	-1	4	-1	.	.	1	-2	.	5
CCOC(=O)Cn1c(-c2ccccc2)ccc(C#N)c1=O
    8	11	-5	-3	-12	1	-0.5	-2	-6	-11	21
O=C(CSc1nc2c(c(=O)[nH]1)CCC2)Nc1ccc(F)cc1
    3	0	-2	6	-6	-1	-0.8	19	6	-2	5
Cc1cc(OC(=O)c2ccccc2Br)cc(=O)n1C
    -1	1	17	-3	8	0	-1.2	20	3	-13	21
COc1cccc(-c2coc3c(C)c4oc(=O)c(CCC(=O)O)c(C)c4cc23)c1
    -6	14	-7	12	13	-25	2.9	-3	-6	-3	-6
Nc1ncc(Br)cc1S(=O)(=O)NCCC(=O)NCc1ccc(F)cc1
    -1	17	30	11	0	2	1.0	-7	-10	0	10
Clc1ccc(-c2cc(CN3CCCCC3)no2)cc1Cl
    -3	0	-65	11	-37	1	1.3	-19	-23	5	-17
O=C(CCCn1c(=O)oc2ccccc21)N1CCc2ccccc2C1
    2	4	-28	-7	-6	-28	-1.6	-16	-11	-3	-7
CCOc1ccccc1NC(=S)N1CCC(NC(=O)C(C)(C)C)CC1
    -3	5	-5	0	12	0	-1.4	-6	14	4	21
Cc1ccc(NC(=O)COC(=O)c2cc(=O)c3ccccc3o2)cc1F
    -20	-4	-8	-1	3	2	-0.7	-7	5	-9	-14
Cc1cccc(C(=O)NCN2CCN(c3ccccc3C#N)CC2)c1
    -3	14	-10	2	10	82*	0.0	-14	-2	4	0
O=C(C[n+]1ccn(-c2ccccc2)c1)c1ccc([N+](=O)[O-])cc1
    -9	-4	-4	-6	-6	1	-2.3	17	-6	-4	1
COc1ccc(CN(CC(=O)NCCC(C)C)C(=O)CCC(=O)Nc2nccs2)cc1
    10	7	-10	-7	-10	-3	-1.3	6	11	3	-3
CCOc1ccc2nc(-c3ccccc3)nc(SCC(=O)Nc3ncc(C)s3)c2c1
    7	13	-7	1	-3	9	0.5	-1	2	-1	20
CN(C)S(=O)(=O)n1cc(/C=C(\NC(=O)c2ccccc2)C(=O)N2CCCCC2)c2ccccc21
    3	3	11	3	-11	-8	-0.8	4	24	2	-3
Cc1ccc(Cn2c(C)c3cnn(CC(=O)NC4CCCC4)c(=O)c3c2C)cc1
    1	10	-14	-2	-28	-13	0.0	-15	-2	-1	-29
COc1ccc(OC)c(S(=O)(=O)N2CCC(C(=O)NC3CCCC3)CC2)c1
    -7	19	-6	-7	8	-3	0.4	-3	-17	4	0
Cn1cc(C(=O)C(=O)N2CCc3ccccc32)c2ccccc21
    -1	-3	-30	-15	-19	-6	-2.8	-8	-17	3	-14
CCCCn1c(=O)[nH]c(=O)c2c1nc(COc1ccc(C#N)cc1)n2CCC
    -7	-6	-6	-5	-4	-8	-0.8	5	2	-1	2
O=C(Nc1ccc2oc(-c3ccncc3)nc2c1)c1ccco1
    4	15	-39	-7	-17	-2	-0.1	-16	-28	-5	-8
O=C(Nc1cccc(C(F)(F)F)c1)C1CCCCC1
    -4	7	-21	-8	-22	-11	1.1	-21	-15	4	12
N/C(=N\OC(=O)c1cnn(-c2ccccc2)c1C(F)(F)F)c1ccc(C(F)(F)F)cc1
    -12	17	-34	-7	6	-6	1.2	10	6	10	16
COc1ccccc1NCC(=O)N/N=C(\C)c1cccs1
    5	40*	4	-7	-25	-5	1.8	-3	4	2	8
CCN(CC)CCN1CCn2c3c(c4cc(C)ccc42)CCCC31 (configuration not stated)
    7	-2	-12	6	9	-10	1.0	-20	-10	3	19
O=C(C(=C1NCCN1)n1cncn1)c1ccccc1
    -3	-1	6	3	3	-4	-2.9	-3	7	0	7
Cc1ccccc1N1CCN(S(=O)(=O)Cc2ccccc2)CC1
    -4	4	.	4	-32	-15	-1.3	.	-25	-2	-12
C[C@H](CO)N1C[C@H](C)[C@@H](CN(C)S(=O)(=O)c2ccc(F)cc2)Oc2ccc(NC(=O)Cc3ccccc3)cc2C1=O
    -6	1	-10	10	-13	-5	-1.9	-1	-14	-4	11
COc1cc2cncc(Cc3ccccc3)c2cc1O
    -1	2	1	6	-44	9	-0.3	-2	-6	-3	0
O=C(NCCN1CCOCC1)c1ccc(NS(=O)(=O)c2ccccc2)cc1
    -6	-5	2	3	1	-2	-2.7	-3	4	7	32
CCOc1ccccc1NC(=O)CNC(=O)N1CC(=O)Nc2ccccc21
    -9	6	5	-5	-8	-2	0.4	12	6	3	-8
CCOC(=O)C1=CCN(S(=O)(=O)c2ccccc2C(=O)OC)C1c1ccc(Cl)cc1 (configuration not stated)
    -15	.	-26	-2	-18	.	.	14	10	.	-26
Cc1ccc2c(CN3CCCCC3C)cc(=O)oc2c1 (configuration not stated)
    3	3	-9	0	-2	-5	0.5	17	7	10	8
O=C(NC1CCS(=O)(=O)C1)c1ccc(-c2ccc(Br)cc2)o1 (configuration not stated)
    -12	-7	-19	3	-15	-1	-1.9	-15	-34	-11	-25
Cc1nc2ccc(S(=O)(=O)NC(C(=O)N3CCC(C)CC3)C(C)C)cc2s1 (configuration not stated)
    7	10	-13	6	1	6	-1.4	4	-11	0	18
COC(=O)C[C@H]1CC[C@H](NS(=O)(=O)c2cn(C)cn2)[C@@H](CO)O1
    -26	.	-35	10	.	.	.	-18	-3	.	.
COc1ccc(CC(=O)OCC(=O)NCc2ccc(C)cc2)cc1OC
    -10	4	2	-1	11	-4	-1.3	19	-13	1	-55
O=C(c1ccc(N2C(=O)C3CCCCC3C2=O)cc1)N1CCCCC1 (configuration not stated)
    -9	12	-26	14	18	2	1.7	10	3	4	18
O=C(NCCCO)c1cc([N+](=O)[O-])cc2c1C=Cc1ccccc1O2
    -9	1	-42	5	-36	4	-2.7	7	-9	5	9
CCOc1ccccc1OCCOc1ccccc1OC(C)C
    -4	10	-20	-1	10	2	0.6	0	-8	-3	17
C/C(Cl)=C\CNC(C)c1ccccc1 (configuration not stated)
    -21	10	-4	1	-8	3	-0.8	-5	-10	-3	17
CCC(=O)NC(c1cccc([N+](=O)[O-])c1)c1c(O)ccc2ccccc12 (configuration not stated)
    4	7	24	-1	-3	-3	0.0	-5	8	.	26
COc1ccccc1N1CCN(Cc2cc(=O)n3ccsc3n2)CC1
    -6	8	-16	0	-7	2	-0.3	-1	-3	2	2
CCCCSc1nnc(-c2c[nH]c3ccccc23)n1C
    0	-1	-61	4	-79	-13	1.0	-27	-44	5	-116
O=C(c1ccc(-n2cccc2)cc1)N1CCN(Cc2ccccc2)CC1
    1	5	-7	6	3	3	-1.4	9	-29	3	3
COc1ccc2nc(SCC(=O)N(C)C3CCCCC3)c(C#N)cc2c1
    -6	-6	-3	-5	-14	-1	0.4	-8	-13	-12	-12
O=C(O/N=C(/c1ccccc1)c1ccncc1)c1ccccc1[N+](=O)[O-]
    -2	16	-10	-4	4	2	3.2	-3	-2	4	8
Cc1ccc(CC(=O)Nc2ccc([N+](=O)[O-])cc2C)cc1
    0	14	-20	-3	-14	14	0.3	-9	-8	-1	14
C=CCN1C(=O)C2C(C(=O)NC)C3(C)C=CC2(O3)C1C(=O)NCc1ccc(OC)cc1 (configuration not stated)
    -7	5	0	0	-4	-6	2.1	1	-7	-2	8
CCOc1ccc(N(CC(=O)Nc2ccccc2OC)S(C)(=O)=O)cc1
    -9	3	-10	4	16	5	-0.9	3	2	1	-27
CCCN(CC(=O)Nc1ccc(Cl)cc1Cl)C(=O)/C=C/c1cc(OC)ccc1OC
    -3	7	-16	0	-2	-5	-0.1	27	11	-20	14

Next compounds.
Sequence of screens – NOD2 RIPK2 PPI	MC4R antag cAMP	NCOA2 inhibitor	ABHD5 PLIN5 PPI	NCOA1 inh	EBV LMP1 NFkB	MC4R barr agon	NR2F2 inh	LRH-1 inv ag	TLR9-MyD88 inh	SRC3 inh
COc1ccccc1N1CCN(C(=O)CN(C)S(=O)(=O)c2ccc3c(c2)c(=O)n(C)c(=O)n3C)CC1
    10	4	-15	-1	-9	-5	-3.4	0	2	-3	6
O=C(O)c1cccc(Cn2c(Cl)c(/C=N/NC(=O)c3ccccc3)sc2=O)c1
    -5	1	-28	-3	-23	6	-1.4	-4	-43	-14	-20
Cc1cc(C)cc(NC(=S)/N=C(\N)Nc2nc(C)c3ccccc3n2)c1
    -1	9	2	-5	22	25	0.1	9	-7	-3	19
CCN(c1ccc(OC)cc1)S(=O)(=O)c1cc(-c2cc(C)no2)ccc1OC
    -2	-3	26	-1	-5	-3	-3.1	11	13	4	-16
Cc1ccc(-c2noc(CSc3nnnn3C3CCCCC3)n2)cc1
    -5	-2	0	-7	-24	6	0.0	-1	5	2	-73
O=c1c2c3c(sc2nc2n1CCCCC2)C(O)CCC3 (configuration not stated)
    1	9	-25	3	-59	-17	1.7	-4	-67	-7	-47
O=C(c1cnccn1)N1CCCC(N2CCN(c3cccc(Cl)c3)CC2)C1 (configuration not stated)
    -1	4	22	-7	-23	5	-4.0	3	-1	-9	-53
COc1ccc(/C=N\N2CCN(Cc3ccccc3Cl)CC2)cc1
    2	10	9	-15	14	-3	1.9	10	28	-5	-6
Cc1ccc(C(=O)OCCN(C)Cc2ccccc2)cc1
    3	-3	-19	0	-16	0	-2.2	-18	-10	-6	-17
C#CCSc1nnc(-c2ccc(C)cc2)o1
    -1	3	-47	6	-85	-12	-1.2	-35	-129	-1	-73
CCCCCCn1cc(C(=O)OCC)c(=O)c2cc(F)c(F)cc21
    5	24	-12	-4	18	-1	2.4	-12	-4	-22	6
CCCCN1C(=O)C2(NNc3ccccc3O2)c2ccccc21 (configuration not stated)
    2	22	-38	-7	-23	-15	3.2	8	-13	11	-4
O=C(CSc1ccccn1)Nc1ccc(NC(=O)CSc2ccccn2)cc1
    1	4	11	-2	-15	-3	-2.5	-4	2	3	-6
